Bioassay records deposited in PubChem by NCI.
All columns: NCI-60 one-dose screen, growth in % after 48 h at 10 µM unless noted; 100 = growth as untreated, 0 = no growth, -100 = all killed.
KM12 = KM12 colon cancer cells | actives 5% (n = 82,000) | AID 1794800
SF-295 = SF-295 CNS cancer cells. actives 5.6% (n = 79,000). AID 1794758
HCC-2998 = HCC-2998 colon cancer. actives 4.7% (n = 79,000)
U251 = U251 CNS tumor cells; actives 5.4% (n = 80,000)
SNB-75 = SNB-75 CNS cancer. actives 5% (n = 79,000)
SF-539 = SF-539 CNS cancer | actives 6.8% (n = 81,000)
SNB-19 = SNB-19 CNS cancer cells; AID 1794751; actives 2.5% (n = 81,000)
HCT-116 = HCT-116 colon cancer. actives 7.3% (n = 82,000). AID 1794798
SF-268 = SF-268 CNS cancer cells; actives 3.1% (n = 82,000); AID 1794759
An asterisk follows results filed as active; . = not tested or not shown; & = joins results of further samples. How the source made its calls: active means growth percent below 10; inactive means the rest.

1) CCOC(=O)C1=C(C)Nc2nc3ccccc3n2C1c1ccc(OC)cc1 (centres undefined)
2) Cc1[nH]c(C2CC(c3ccc(C(F)(F)F)c(F)c3)=NN2c2ccccc2)c(C)c1C(=O)O (centres undefined)
3) CC1(C)CC2=C3C=C[C@@H]4[C@@]5(C)CC[C@@H](O)C(C)(C)[C@@H]5CC[C@@]4(C)[C@]3(C)CC[C@@]2(C(=O)O)C[C@H]1O
4) CC1(C)NC(=O)c2[nH]c3c(Cl)c(Cl)ccc3c2C1C#N (centres undefined)
5) CC(=O)Nc1cc(Cl)c(Nc2cc(S(=O)(=O)O)c(N)c3c2C(=O)c2ccccc2C3=O)c(Cl)c1
6) CSc1nc2c(c(=O)n1C)N=C1c3ccccc3C(=O)C1C(c1ccccc1)N2 (centres undefined)

Assay by compound	1	2	3	4	5	6
KM12	105	87	80	93	92	64
SF-295	106	73	90	59	.	-11*
HCC-2998	112	97	91	.	126	65
U251	98	89	59	82	94	75
SNB-75	89	77	32	76	107	50
SF-539	97	88	69	85	101	68
SNB-19	96	89	95	87	104	82
HCT-116	87	85	87	84	107	71
SF-268	99	81	52	95	110	82

7) CCN1C(=O)N(CC)C2Nn3c(s/c(=C4\C(=O)N(C5CCCC5)c5ccccc54)c3=O)=NC21 (centres undefined)
8) CCN(CC)CCN1C(=O)c2cccc3cccc(c23)C1=O
9) CCN(CC)c1ccc(Cc2ccc(N(CC)CC)c3cccnc23)c2ncccc12
10) O=C(O)C(Cc1cc(I)c(O)c(I)c1)c1ccccc1 (centres undefined)
11) CCCCC[C@H](OC)c1ccccc1[C@@H]1O[C@@H](CCCC(=O)OC)[C@H](O)[C@H]1O
12) NC(N)=NCCCCNCCCN=C(N)N

Assay by compound	7	8	9	10	11	12
KM12	24	106	87	107&93	100	106
SF-295	61	122	99	93&101	112	91
HCC-2998	92	109	89	111&104	109	114
U251	59	90	93	110&90	104	95
SNB-75	8.3*	107	87	68&96	107	94
SF-539	37	113	99	99&97	109	97
SNB-19	79	110	100	111&103	110	105
HCT-116	20	96	84	106&103	106	107
SF-268	59	103	93	99&100	102	98

13) CC(=O)c1cc(N)cc([N+](=O)[O-])c1
14) CNC1=C([N+](=O)[O-])C(c2ccc(Cl)cc2Cl)C(C#N)=C(c2ccc[nH]2)O1 (centres undefined)
15) O=C1c2ccccc2C(=O)c2cc(O)ccc21
16) CCC(N)C(O)(c1ccccc1)c1ccccc1 (centres undefined)
17) C[C@@]1(CCC#N)[C@H]2CC[C@@H]3[C@H]4[C@H](C(=O)/C=C/c5cccnc5)CC[C@]4(C#N)CC[C@@]3(C)[C@]2(C)CC[C@H]1C(=O)/C=C/c1cccnc1
18) Clc1ccc(-c2cc(-c3cc(-c4ccc(Cl)c(Cl)c4)n[nH]3)[nH]n2)cc1Cl

Assay by compound	13	14	15	16	17	18
KM12	100	106	110	100	36	98
SF-295	105	94	98	107	100	91
HCC-2998	103	119	109	105	105	112
U251	87	99	98	99	64	101
SNB-75	94	91	78	.	73	97
SF-539	98	99	102	109	84	97
SNB-19	105	92	106	108	87	.
HCT-116	94	99	98	96	20	92
SF-268	96	101	99	103	62	96

19) O=C(C[n+]1ccnc2ccccc21)c1ccc(O)c(O)c1
20) CC(C)CC(NC(=O)CI)C(=O)O (centres undefined)
21) O=[N+]([O-])c1ccccc1NCNc1ccccc1[N+](=O)[O-]
22) O=S(=O)(c1ccc(Cl)cc1)c1cc(O)ccc1O
23) N#C/C(=C\c1ccc(Cl)cc1)C(N)=O
24) COc1cc(/C=C/C(=O)Nc2cccnc2Nc2cc(OC)c(OC)c(OC)c2)cc(OC)c1OC

Assay by compound	19	20	21	22	23	24
KM12	82	105	100	91	99	103
SF-295	88	97	125	97	106	93
HCC-2998	81	102	103	88	106	97
U251	64	100	97	100	106	91
SNB-75	98	100	94	72	83	82
SF-539	53	105	103	92	100	98
SNB-19	81	107	108	.	99	97
HCT-116	7.1*	105	102	80	98	89
SF-268	86	96	106	94	99	105

25) COc1ccc(C(=O)c2cc3c(OC)c(OC)c(OC)cc3[nH]2)cc1
26) C1CCC([PH+](C2CCCCC2)C2CCCCC2[PH+](C2CCCCC2)C2CCCCC2)CC1.[Au].[CH-]1CCCCC1C1CCCC[N-]1 (centres undefined)
27) CSc1ncc(Br)c(Sc2nc(N)nc3nc[nH]c23)n1
28) CS(=O)(=O)c1ccc(-c2nc3ccccn3c2/C=N/Nc2ccccc2)cc1
29) O=C(Nc1nc2c(s1)CCc1c-2c(Br)n(Cc2ccccc2)c1Br)c1ccccc1
30) CCC(C)Oc1nc2c(c(=O)n(C)c(=O)n2C)n1C (centres undefined)

Assay by compound	25	26	27	28	29	30
KM12	13	-85*	68	.	66	106
SF-295	143	-43*	30	94	62	104
HCC-2998	51	-90*	45	102	99	104
U251	60	-84*	79	87	57	103
SNB-75	52	-32*	63	80	-11*	99
SF-539	66	-90*	28	88	18	98
SNB-19	72	-97*	.	78	66	90
HCT-116	28	-41*	31	87	70	97
SF-268	64	-55*	31	84	61	177

31) CNC(=O)c1cc(Oc2cccc3nc(Nc4ccc(Oc5ccccc5)cc4)ccc23)ccn1
32) CCCCC1COc2cccc3c(SCC(=O)N(Cc4ccccc4)c4ccc(OC)cc4)cc[n+]1c23 (centres undefined)
33) N#CC(C#N)C(C#N)c1ccccc1 (centres undefined)
34) COc1ccc(CCOc2cc3c(cc2OC)CCN(C(=O)NCc2cocn2)C3c2ccc(C)cc2C)cc1 (centres undefined)
35) C=C(C)[C@@H]1CC[C@]2(C(=O)O)CC[C@]3(C)[C@H](CC[C@@H]4[C@@]5(C)C[C@@H](Cc6cn(CCOC7OC(CO)C(O)C(O)C7O)nn6)[C@H](O)C(C)(C)[C@@H]5CC[C@]43C)[C@@H]12 (some centres undefined)
36) COc1cc2c3c(n(C4CCNCC4)c(=O)c2cc1OC)-c1cc2c(cc1C3=O)OCO2

Assay by compound	31	32	33	34	35	36
KM12	68	106	108	11	102	-80*
SF-295	60	103	102	13	101	-71*
HCC-2998	94	110	111	11	110	-95*
U251	66	108	100	5.7*	97	-64*
SNB-75	68	116	100	39	93	-62*
SF-539	91	120	121	1.4*	93	-66*
SNB-19	92	98	97	22	102	-55*
HCT-116	48	97	102	7.0*	101	-61*
SF-268	75	116	106	21	102	-60*

37) COc1cc2ncnc(Nc3ccc(O[C@H]4CO[C@H]5[C@@H]4OC[C@@H]5OCc4ccccc4)c(Cl)c3)c2cc1OC
38) CCCCn1c(-c2ccc(C(=O)O/N=C(\N)c3ccc(OC)cc3)cc2)nc(-c2ccccc2)c1-c1ccccc1
39) O=C(/C=C(/C=C/c1coc2ccccc12)OB(F)F)/C=C/c1coc2ccccc12
40) c1ccc(CNCCN(CCNCc2ccccn2)Cc2ccc3ccccc3c2)nc1
41) CS(=O)(=O)Nc1ccc(C(=O)N=Nc2c(O)[nH]c3ccccc23)cc1
42) COc1cc(OC)c2sc(-c3ccc(-n4cncc4-c4cc(OC)c(OC)c(OC)c4)cc3)nc2c1

Assay by compound	37	38	39	40	41	42
KM12	66	9.0*	91	13	101	52
SF-295	56	-41*	101	-36*	99	61
HCC-2998	80	1.5*	99	-18*	103	95
U251	60	-53*	85	3.1*	99	43
SNB-75	82	-31*	98	21	90	83
SF-539	56	-78*	110	-35*	104	62
SNB-19	77	24	89	18	104	50
HCT-116	54	-34*	75	-9.3*	100	49
SF-268	69	9.1*	93	19	96	61

43) COc1c(Cl)ccc(-c2cn(COCc3ccccc3)c3c(OC)ncnc23)c1F
44) CC(C)c1ccc(/C=N\NC(=O)C[N+](C)(C)C)cc1
45) CCc1ccc(Oc2c(-c3ccc(OCCc4cccc(C(F)(F)F)c4)cc3O)n[nH]c2C(F)(F)F)cc1
46) CN(C)c1ccc(/C=C(/C(=O)c2ccccc2)c2ccccc2)cc1
47) c1coc(C2=NC(c3ccco3)C(c3ccco3)N2)c1 (centres undefined)
48) Cc1c(-c2cnc3ccc(Br)cc3c2C(=O)O)nnn1-c1ccc([N+](=O)[O-])cc1

Assay by compound	43	44	45	46	47	48
KM12	102	103	46	97	110&103	107
SF-295	106	97	88	106	102&89	102
HCC-2998	118	101	89	111	112&104	99
U251	106	101	12	87	96&101	96
SNB-75	97	89	63	82	89&91	97
SF-539	110	115	74	103	98&102	98
SNB-19	105	118	40	108	108&112	94
HCT-116	89	114	0.0*	90	101&100	103
SF-268	110	103	48	94	102&101	99

49) CSc1nnc2n(C)c(=O)c(C#N)c(-c3ccco3)n12
50) Fc1cnc2[nH]cc(-c3csc(-c4c[nH]c5ncccc45)n3)c2c1
51) c1cncc(-c2nc(-c3c[nH]c4ccccc34)cs2)c1
52) COC(=O)C1(O)CCCCC1
53) CC(=O)N1C=Cc2ccccc2C1C#N (centres undefined)
54) CC(=O)O.CN1[CH-]N(Cc2ccc(C#N)cc2)c2ccccc21.[Ag+]

Assay by compound	49	50	51	52	53	54
KM12	110	78	85	111	108	87
SF-295	114	93	.	120	124	110
HCC-2998	98	102	114	100	120	113
U251	97	85	86	103	100	97
SNB-75	91	68	54	93	93	95
SF-539	106	92	92	105	106	106
SNB-19	108	97	87	103	114	109
HCT-116	89	76	96	115	104	105
SF-268	103	100	95	106	105	109

55) CC(C)C(=O)OCCCc1ccccc1
56) Clc1ccc2n[nH]nc2c1
57) CCOc1cccc2c(NC(C)CCCN(CC)CC)c(C)cnc12 (centres undefined)
58) O=C(O)c1ccccc1-c1nc2ccccc2s1
59) O=C(O)C(CCc1ccccc1)(Cc1ccccc1)C(=O)O
60) O=c1cc(N2CCOCC2)oc2c(-c3ccc4c(c3)OCCO4)csc12

Assay by compound	55	56	57	58	59	60
KM12	108	94	99	101	101	32
SF-295	113	101	109	102	103	0.9*
HCC-2998	105	106	115	116	104	33
U251	100	100	103	105	97	31
SNB-75	95	94	68	90	89	-17*
SF-539	100	95	102	101	101	3.7*
SNB-19	110	102	102	98	100	26
HCT-116	102	97	93	111	106	14
SF-268	104	95	88	101	103	30

61) N#Cc1c(-c2ccc(Cl)cc2)nc(NN=Cc2cccc(Cl)c2)nc1N1CCOCC1
62) NS(=O)(=O)c1ccc(CCNC(=O)/C=C/c2ccc(Cl)cc2)cc1
63) CCCC(C)(NS(=O)(=O)c1ccccc1)C(=O)O (centres undefined)
64) O=C1/C(=C/c2ccccc2F)Cc2ccccc21
65) COc1ccccc1NC(=O)Nc1cccc(C(F)(F)F)c1
66) C1CC2CC1CC2CNCC1CC2CCC1C2 (centres undefined)
67) N#CCc1nn(-c2ccccc2)c(N)c1C#N
68) O=C(OCc1ccccc1)c1ccccc1Cl
69) NCCN1CCOCC1

Assay by compound	61	62	63	64	65	66	67	68	69
KM12	84	99	99	91	93	105	99	104	111
SF-295	102	.	92	98	86	106	94	101	118
HCC-2998	105	116	98	106	103	105	104	97	103
U251	79	98	94	85	84	115	100	101	112
SNB-75	80	85	95	101	85	114	91	90	72
SF-539	79	101	93	104	99	113	98	96	110
SNB-19	104	99	104	94	81	113	101	110	96
HCT-116	71	100	123	70	99	102	99	100	102
SF-268	90	96	96	94	112	104	99	106	114

Full records as entered above. Values in the order: KM12	SF-295	HCC-2998	U251	SNB-75	SF-539	SNB-19	HCT-116	SF-268
N#Cc1c(-c2ccc(Cl)cc2)nc(NN=Cc2cccc(Cl)c2)nc1N1CCOCC1 is listed as 84	102	105	79	80	79	104	71	90
N#CCc1nn(-c2ccccc2)c(N)c1C#N is listed as 99	94	104	100	91	98	101	99	99
